NCI-60 one-dose screen, 48 h, at 10 µM unless noted. Numbers give growth in % (100 = growth as untreated, 0 = no growth, -100 = all killed).
KM12: KM12 colon cancer cells | AID 1794800 | actives 5% (n = 82,000)
SW-620: SW-620 colon cancer. actives 5.2% (n = 82,000). AID 1794795
HCT-15: HCT-15 colon cancer; actives 5.2% (n = 82,000)
HCT-116: HCT-116 colon cancer; actives 7.3% (n = 82,000); AID 1794798
SNB-75: SNB-75 CNS cancer; actives 5% (n = 79,000); AID 1794750
COLO 205: COLO 205 colon cancer; AID 1794742; actives 7.3% (n = 79,000)
SNB-19: SNB-19 CNS cancer cells; actives 2.5% (n = 81,000); AID 1794751
HCC-2998: HCC-2998 colon cancer; actives 4.7% (n = 79,000)
HT29: HT29 colon cancer; AID 1794748; actives 7.4% (n = 81,000)
Numbers without * were called inactive; / = no result given; & = joins results of further samples. The calls were made as follows: active = growth percent below 10; inactive = the rest.

SMILES	KM12	SW-620	HCT-15	HCT-116	SNB-75	COLO 205	SNB-19	HCC-2998	HT29
CS(=O)(=O)c1ccc2c(c1)c1c(n2S(=O)(=O)c2ccc(Cl)cc2)CCCC1=O	106.9	94.9	95.0	94.0	99.8	111.4	101.1	104.4	111.8
O=C(NNc1ccccc1)C(=O)NNc1ccccc1	27.6	47.9	/	44.0	66.6	40.9	88.2	/	66.0
Cc1ccc(Nc2ccc(Nc3c(Br)cc(C)cc3Br)c3c2C(=O)c2ccccc2C3=O)c(Br)c1	100.5	92.8	102.7	90.7	90.4	99.0	102.4	100.0	104.7
S=C(SCc1ccc(Cl)cc1)N1CCN(C(=S)SCc2ccc(Cl)cc2)CC1	94.0	89.3	92.8	90.1	93.4	116.9	105.3	102.5	92.7
CC(=O)C1=C(O)C=C2Oc3c(C(=O)/C=C/c4cc(Cl)cc(Cl)c4)c(O)c(C)c(O)c3[C@]2(C)C1=O	-6.8*	0.9*	-35.5*	-15.9*	-39.9*	-70.3*	-24.4*	-46.9*	-23.5*
CCCCC(C(=O)OC)C(=O)OC	103.7	101.1	97.6	99.6	70.8	104.8	111.6	123.4	98.1
c1ccc(Sc2nnc(-c3ccccc3)o2)cc1	101.4	100.9	98.8	94.0	97.9	107.4	96.0	95.5	90.0
N#C/C(=C\c1ccc(-c2ccccc2F)o1)c1nc(-c2cccs2)cs1	98.6	105.5	96.2	102.7	93.2	121.9	98.3	106.0	116.6
c1ccc2cc(C[n+]3ccn(CCCCCCCCCCn4cc[n+](Cc5ccc6ccccc6c5)c4)c3)ccc2c1	-5.9*	23.2	50.5	13.3	-1.1*	-81.1*	22.8	25.2	-32.5*
Cc1ccc(-c2cc(O)c(C(=O)Nc3ccccc3)s2)cc1	89.5	97.0	93.8	96.7	96.0	106.6	89.4	99.5	110.7
Cc1cc(=O)oc2cc(OCCOc3ccc(/C=C/C(=O)Nc4ccc([N+](=O)[O-])cc4)cc3)ccc12	/	101.0	100.8	98.1	73.2	110.5	99.6	115.3	107.4
O=C1/C(=C\c2cn(C(=O)c3ccc(Cl)cc3)c3ccccc23)c2ccccc2N1c1c(Cl)cccc1Cl	111.3	104.6	66.3	94.1	82.3	122.5	/	101.7	103.5
CN1C(=O)CNC(=O)[C@H](NC(=O)Cc2nc3ccccc3cc2O)CSSC[C@H]1C(=O)NCCCCc1nc2ccccc2cc1O	99.6	104.5	98.3	111.4	118.0	110.2	109.9	100.0	91.7
COc1ccc(C2=CC(c3ccc(C)cc3Br)N3C(C)=CSC3=N2)cc1OC (centres undefined)	108.3	104.1	99.7	100.6	/	121.4	105.3	98.4	89.6
CC(=O)O[C@H]1C[C@@]2(C)[C@@H](C[C@@H](O)[C@H]3[C@@]4(C)CC[C@H](O)[C@@H](C)[C@@H]4CC[C@@]32C)/C1=C(\CCC(Br)C(C)(C)[n+]1ccccc1)C(=O)O (some centres undefined)	104.1	100.1	111.0	96.8	99.2	108.0	98.5	108.8	104.9
Cc1nc2sc3c(=O)[nH]c(-c4ccccc4Cl)nc3c2c(C)c1Br	104.0	97.9	99.5	100.2	112.3	102.6	101.0	96.3	81.9
O=C(O)CCCCC1CCSS1 (centres undefined)	104.9	109.3	100.9	102.6	105.3	105.3	101.0	105.3	100.3
Cc1ccc(CC(CC(=O)O)C(=O)O)cc1 (centres undefined)	107.3	/	106.2	90.7	90.1	105.2	111.6	92.6	97.9
Clc1ccc(C2=Nn3c(N/N=C/c4ccc(-c5ccccc5)cc4)nnc3SC2)cc1	108.7	100.3	108.2	109.6	98.6	106.8	103.7	101.2	109.9
Cc1sc2ccc3ccccc3c2[n+]1C	104.4	105.5	108.6	103.2	88.1	139.7	108.8	82.9	94.6
Cc1cc(O)c(C2=NN(c3ccc(S(N)(=O)=O)cc3)C(c3ccccc3O)C2)cc1Cl (centres undefined)	-60.4*	-0.7*	17.5	-92.9*	41.5	-94.4*	65.4	-75.0*	-18.4*
CN(C)c1ccc(/C=C/C(=O)O)cc1	106.5&104.8	101.1&106.6	107.1&104.1	96.7&82.8	89.3&86.3	118.1	98.3&96.2	94.9&110.5	97.1&107.9
O=C(/C=C/c1ccc(Oc2ccc(Br)cc2)cc1)c1ccc(Cl)cc1	87.3	90.3	94.8	90.6	90.0	103.9	97.5	100.3	102.3
COc1cc(C(N)=O)cc(OC)c1OC	106.5	109.3	100.6	105.0	86.6	100.8	99.2	104.9	102.3
COc1ccc2c(c1)sc1nc(-c3ccccc3)c(-c3cnccn3)n12	102.7	98.9	102.1	104.3	96.8	111.2	108.8	105.4	109.9

The list goes on.
SMILES	KM12	SW-620	HCT-15	HCT-116	SNB-75	COLO 205	SNB-19	HCC-2998	HT29
COc1ccc(-c2nc3ccc(C(=O)N=Nc4c(O)[nH]c5ccc(Br)cc45)cc3[nH]2)cc1	116.3	125.6	114.4	100.6	117.3	103.2	57.1	117.7	107.8
O=C1CC(Sc2n[nH]c(-c3ccncc3)n2)C(=O)N1c1ccc(Br)cc1 (centres undefined)	109.5	101.4	101.9	105.2	106.0	115.7	96.1	110.4	111.5
N#Cc1ccc(C2CC(n3ccnc3)c3cc(Br)cc(Br)c3N2)cc1 (centres undefined)	98.6	90.9	70.8	87.8	96.1	113.9	84.4	89.3	/
COc1ccc(Nc2[nH]n(C3=Nc4ccccc4Sc4ccccc43)c(=O)c2C#N)cc1	43.8	/	49.3	30.6	67.3	15.1	73.5	40.8	68.7
O=[N+]([O-])c1ccccc1NCc1c(O)ccc2ccccc12	100.5	101.2	98.2	90.7	95.8	104.5	96.6	107.5	96.5
NC(=O)c1cccc[n+]1[O-]	107.8	104.7	104.8	101.5	96.1	101.5	107.2	95.8	92.0
O=C(N/N=C\c1ccc(Cl)c(Cl)c1)N/N=C/c1ccc(Cl)c(Cl)c1	101.3	111.1	100.3	98.4	82.6	129.5	103.4	113.3	104.5
Cc1c2ccccc2nc2ccccc12	101.9	102.0	98.7	104.5	105.8	91.3	92.4	101.2	101.5
Cc1ccc(-c2csc(N/N=C/c3nc4ccccc4n3C3CC3)n2)cc1	/	-72.0*	80.6	89.3	22.0	8.6*	81.2	90.0	92.2
O=c1ccc(N=Nc2ccccc2)ccc1Cl	74.6	-3.2*	2.1*	13.7	74.5	68.4	81.8	35.0	27.5
OC(CCN1CCCCC1)(c1ccccc1)C1CCCCC1 (centres undefined)	97.0&111.9	88.0&99.8	98.1&100.4	94.4&100.0	73.3&99.9	93.1&101.5	104.4&100.4	108.4&107.1	87.7&95.0
COc1ccc(/C=C2\Oc3cc(OCCCN4CCCC4)ccc3C2=O)c(OC)c1	67.1	33.5	17.8	10.6	/	92.8	74.4	86.3	10.2
COc1ccc(S(=O)(=O)NCCCNc2cc(-c3cn(C(C)(C)C)nc3-c3cccc(F)c3)ccn2)cc1	61.6	52.5	26.4	57.8	80.7	56.1	83.6	81.5	15.9
NCCNCC(O)c1ccccc1 (centres undefined)	104.3	104.0	100.0	110.1	105.5	115.8	110.3	104.0	105.9
O=C(C[n+]1ccccc1Br)c1ccc(Cl)cc1	101.5	107.4	100.6	100.0	97.5	105.8	100.7	101.5	94.9
COc1ccc(C(=O)NC(=O)Nc2ccc3c(c2)NC(=O)/C3=C\c2[nH]c(C)c(CC(=O)O)c2C)cc1	15.9	95.9	103.3	94.5	67.2	105.8	90.9	94.1	100.8
Cc1c(C(=O)OC(=NC2CCCCC2)NC2CCCCC2)sc2c1c(=O)nc1c(C#N)n[nH]n12	109.6	107.0	113.9	103.9	89.9	120.3	109.4	100.0	96.2
CCC/C(=N\Nc1ccc([N+](=O)[O-])cc1[N+](=O)[O-])c1ccccc1	92.1	90.4	98.4	103.7	103.8	95.7	98.5	112.2	109.4
CCC(C)NC(=O)C1(N2C(=O)c3ccccc3C2=O)CCCC1 (centres undefined)	109.9	98.0	103.5	104.4	96.3	120.2	105.9	103.9	107.3
CCOC(=O)c1c[nH]c(C=O)c1C	98.1	99.9	97.9	109.6	95.7	106.4	99.8	97.7	103.1
C=CCNC(=S)Nc1c(N)n(C)c(=O)n(C)c1=O	112.1	134.2	101.2	108.6	97.1	151.6	/	125.5	102.7
O=C(O)CN1C(=O)S/C(=C\C(Cl)=C\c2ccccc2)C1=O	105.2	111.9	105.6	104.7	93.1	128.1	96.7	117.3	114.8
NCCc1ccc(O)c(O)c1	103.2&113.9	131.6&104.7	121.8&94.5	106.3&93.2	99.0&89.3	127.6&114.0	100.5&107.2	118.0&106.2	110.5&98.0
Oc1ccc(CSc2nnc(-c3ccncc3)n2-c2ccccc2)c2cccnc12	16.9	16.5	15.1	22.5	/	102.4	12.7	35.9	96.0
Cc1ccc(-c2nc([P+](c3ccccc3)(c3ccccc3)c3ccccc3)c(N3C[C@H]4C[C@H](C3)c3cccc(=O)n3C4)o2)cc1	43.6	85.6	86.8	88.2	74.6	48.9	64.1	71.3	92.3

2 entries from above, with each value named:
NCCNCC(O)c1ccccc1 (centres undefined)
- KM12: 104.3
- SW-620: 104.0
- HCT-15: 100.0
- HCT-116: 110.1
- SNB-75: 105.5
- COLO 205: 115.8
- SNB-19: 110.3
- HCC-2998: 104.0
- HT29: 105.9

O=C(C[n+]1ccccc1Br)c1ccc(Cl)cc1
- KM12: 101.5
- SW-620: 107.4
- HCT-15: 100.6
- HCT-116: 100.0
- SNB-75: 97.5
- COLO 205: 105.8
- SNB-19: 100.7
- HCC-2998: 101.5
- HT29: 94.9

7 entries from above in a different format:
Second line of a record – KM12 | SW-620 | HCT-15 | HCT-116 | SNB-75 | COLO 205 | SNB-19 | HCC-2998 | HT29
- O=c1ccc(N=Nc2ccccc2)ccc1Cl
 : 74.6 | -3.2* | 2.1* | 13.7 | 74.5 | 68.4 | 81.8 | 35.0 | 27.5
- OC(CCN1CCCCC1)(c1ccccc1)C1CCCCC1 (centres undefined)
 : 97.0&111.9 | 88.0&99.8 | 98.1&100.4 | 94.4&100.0 | 73.3&99.9 | 93.1&101.5 | 104.4&100.4 | 108.4&107.1 | 87.7&95.0
- COc1ccc(/C=C2\Oc3cc(OCCCN4CCCC4)ccc3C2=O)c(OC)c1
 : 67.1 | 33.5 | 17.8 | 10.6 | / | 92.8 | 74.4 | 86.3 | 10.2
- COc1ccc(S(=O)(=O)NCCCNc2cc(-c3cn(C(C)(C)C)nc3-c3cccc(F)c3)ccn2)cc1
 : 61.6 | 52.5 | 26.4 | 57.8 | 80.7 | 56.1 | 83.6 | 81.5 | 15.9
- NCCNCC(O)c1ccccc1 (centres undefined)
 : 104.3 | 104.0 | 100.0 | 110.1 | 105.5 | 115.8 | 110.3 | 104.0 | 105.9
- O=C(C[n+]1ccccc1Br)c1ccc(Cl)cc1
 : 101.5 | 107.4 | 100.6 | 100.0 | 97.5 | 105.8 | 100.7 | 101.5 | 94.9
- COc1ccc(C(=O)NC(=O)Nc2ccc3c(c2)NC(=O)/C3=C\c2[nH]c(C)c(CC(=O)O)c2C)cc1
 : 15.9 | 95.9 | 103.3 | 94.5 | 67.2 | 105.8 | 90.9 | 94.1 | 100.8

(listing goes on)
SMILES	KM12	SW-620	HCT-15	HCT-116	SNB-75	COLO 205	SNB-19	HCC-2998	HT29
N#C/C(=C\c1ccc(-c2ccc(Cl)cc2Cl)o1)c1ccc(Cl)cc1	100.8	106.6	98.9	95.7	101.9	106.5	100.6	111.7	98.9
CCCCCCNC=O	112.5	105.7	91.4	95.9	90.1	113.8	99.9	101.3	89.5
CCOC(=O)C(N=Nc1ccc(S(=O)(=O)N=C(N)N)cc1)C(=O)OCC	102.9	100.4	100.0	100.1	82.5	103.6	96.1	106.1	108.1
C=CCN1C(=O)/C(=C\C(=O)OC)S/C1=N/NC(=O)COc1cc(=O)n(C)c2ccccc12	100.9	100.8	99.8	101.2	79.3	101.1	93.4	93.9	102.7
Cc1ccc(S(=O)(=O)NCC[C@@H]2C[C@H]2/C=C/c2ccccc2)cc1	99.4	105.5	99.2	90.6	97.6	105.4	100.6	104.4	100.3
CCOP(=O)(CN=C(c1ccccc1)c1ccccc1)OCC	99.6	97.3	102.7	99.3	95.8	107.8	102.6	94.9	39.8
c1ccc2c(c1)Oc1nccnc1-n1nc(CN3CCOCC3)cc1-2	102.3	97.9	95.9	97.1	70.7	94.4	87.7	105.6	95.4
O=C1c2ccccc2C(=O)c2c(O)cccc21	99.7	99.0	105.7	80.9	/	/	95.5	102.1	96.8
O=c1/c(=C/c2ccccc2)sc2nc3ccccc3n12	102.5	102.8	98.4	100.4	93.7	114.8	96.6	116.6	113.7
c1cc[n+](Cc2ccnc3ccccc23)cc1	102.9	50.2	64.3	21.1	53.6	103.8	103.3	105.3	/
O=[P@@]1(c2ccccc2)O[C@H](COCc2ccccc2)[C@@H](OCc2ccccc2)[C@H](OCc2ccccc2)[C@H]1O	98.1	103.9	94.2	69.8	-12.1*	117.9	55.3	102.7	90.8
CCOC(=O)c1cccnc1Nc1ccc(NC(=O)Nc2ccc(Cl)c(C(F)(F)F)c2)cc1	17.5	37.1	14.4	16.4	106.5	31.7	49.3	50.4	36.1
CC(C)CCC1(CCO)C(=O)N=C(N)NC1=O (centres undefined)	105.6	113.1	/	103.8	99.7	104.5	110.0	103.7	114.0
O=C1/C(=C/c2cn(-c3ccccc3)nc2-c2ccccc2)SC(=S)N1CCc1ccccc1	100.2	100.4	106.2	102.0	71.9	116.4	99.0	107.1	103.6
Clc1ccccc1C1OC1c1ccccc1Cl (centres undefined)	100.2	99.8	98.6	105.9	88.2	114.2	/	/	116.1
COc1ccccc1CCC(=O)O	108.3	99.7	103.4	106.3	93.5	104.8	106.8	99.5	92.8
CC(C#N)(CCC(=O)O)N=NC(C)(C#N)CCC(=O)O (centres undefined)	107.2	101.0	104.5	98.0	87.8	121.9	97.0	128.5	93.7
Nc1ccc(OCc2ccccc2)cc1	/	/	109.0	101.0	86.4	114.8	96.3	/	99.8
O=C(OC1COC(n2c(=O)oc3ccc(F)cc32)C(OC(=O)c2ccccc2)C1OC(=O)c1ccccc1)c1ccccc1 (centres undefined)	96.3	100.0	98.2	91.2	85.1	106.3	97.5	103.4	105.6
CCCC(O)(c1ccccc1)C(c1ccccc1)c1ccccn1 (centres undefined)	104.9	104.5	90.5	94.3	101.7	113.8	103.1	97.4	101.1

Screening data from PubChem.

Rows were taken by chance; any-hit rate near 10%.
